STAT3 inh – inhibitors of IL-6 induced STAT3 signaling; U3A cells, IL-6 STAT3-luciferase reporter, luminescence; host cell line lacks STAT1; inhibition, % at 5.5 µM; 190,000 tested, 0.89% active; AID 862;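 active means inhibition above the mean inhibition across all screened compounds plus 3 SD, cut at about 44% in these data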;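 further: 0% = DMSO only wells and 100% = 100 µM nifuroxazide control wells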
APP 5UTR inh – APP translation inhibition; 190,000 tested, 0.82% active; SH-SY5Y APP 5'UTR-luciferase reporter, luminescence; inhibition, % at 2 µM; AID 1285;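 active means inhibition above a set limit, derived from the sample mean plus 3 SD, cut at about 45% in these data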; further: values of inactives mirror those of a sister screen read the other way
STAT3 activator – activators of IL-6 induced STAT3 signaling. 190,000 tested, 0.91% active. AID 871. activation (% of control), % at 5.6 µM. U3A cells, IL-6 STAT3-luciferase reporter, luminescence; 100% = signal with IL-6 EC80 alone;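 active means activation above the screen-wide mean of compound activation plus 3 SD, cut at about 130% in these data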;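 further: 0% = background luminescence of wells with medium and substrate only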
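Material: STAT3-luciferase reporter U3A cells. Controls: IL-6-treated wells, 100% activation. Read-out: % activation versus median of IL-6-stimulated wells. Probe or stimulus: IL-6 stimulus at 33 ng/mL final. Timing: compound 1 h, then IL-6 6 h at 37 °C. Signal: reporter luminescence signal.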
FLuc inh counter – Photinus pyralis luciferase inhibition counter-screen; P08659; ATPLite firefly luciferase biochemical luminescence, 10 min; inhibition, % at 10 µM; 200,000 tested, 1.5% active; AID 1006;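 active means inhibition above about 50% when tested at 10 µM, limit read from the data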
Target sequence (P08659 whole entry, looked up): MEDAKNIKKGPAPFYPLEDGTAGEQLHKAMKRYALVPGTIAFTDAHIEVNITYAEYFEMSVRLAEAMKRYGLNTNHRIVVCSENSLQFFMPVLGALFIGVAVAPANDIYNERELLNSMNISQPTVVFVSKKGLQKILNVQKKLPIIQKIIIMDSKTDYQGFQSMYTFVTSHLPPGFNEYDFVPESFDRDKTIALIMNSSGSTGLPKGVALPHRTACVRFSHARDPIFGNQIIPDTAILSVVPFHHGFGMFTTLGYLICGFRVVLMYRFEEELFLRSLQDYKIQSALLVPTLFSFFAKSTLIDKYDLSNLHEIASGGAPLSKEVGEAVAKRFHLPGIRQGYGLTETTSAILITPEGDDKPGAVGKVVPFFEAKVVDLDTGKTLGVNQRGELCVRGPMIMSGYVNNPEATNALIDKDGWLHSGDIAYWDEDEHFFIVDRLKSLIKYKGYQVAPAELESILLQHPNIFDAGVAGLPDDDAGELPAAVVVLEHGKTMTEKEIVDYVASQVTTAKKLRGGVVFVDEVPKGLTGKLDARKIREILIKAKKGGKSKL
ROMK primary – modulates human ROMK potassium channel activity | Tet-inducible ROMK, thallium flux fluorescence; actives lie on both sides | B-score at 10 µM | P48048 | 130,000 tested, 2% active | AID 1918;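 active means signal ratio slope over the read window, or its plate-corrected B-score, at least 3 SD from the plate mean, either direction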;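 further: B-score of the F/F0 ratio slope over 7 to 12 s after thallium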
Target sequence (P48048 whole entry, looked up): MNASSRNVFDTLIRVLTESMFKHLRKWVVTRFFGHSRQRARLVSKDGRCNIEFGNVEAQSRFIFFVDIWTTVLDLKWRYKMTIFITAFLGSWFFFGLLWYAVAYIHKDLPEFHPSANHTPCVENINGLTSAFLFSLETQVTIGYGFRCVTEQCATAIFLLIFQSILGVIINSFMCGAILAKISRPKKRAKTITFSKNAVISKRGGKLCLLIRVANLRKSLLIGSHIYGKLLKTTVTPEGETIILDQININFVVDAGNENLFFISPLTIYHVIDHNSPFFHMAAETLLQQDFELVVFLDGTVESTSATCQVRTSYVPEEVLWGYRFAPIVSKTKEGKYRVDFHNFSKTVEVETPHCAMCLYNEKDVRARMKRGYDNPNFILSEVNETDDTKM
FLuc stim CS – affects firefly luciferase, flagging false hits in luciferase stimulation screens. ATPlite luciferase biochemical, luminescence, 10 min; 0 = ATP-free wells, 1 = DMSO control. AID 1027. 200,000 tested, under 10 active. activation factor at 10 µM;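 active means luciferase activation factor, scaled between plate controls, of at least 2 with compound at 10 µM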
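Assay system: Luciferase/luciferin reagent mix; Medium: PBS as buffer for the ATP substrate; Dosing: test compounds dosed from 2 mM stocks in 100% DMSO; Times: 10 min, room temperature; Signal: luminescence from luciferase reaction; Read-out: luciferase activation; Controls: No-ATP low control, compound-free enzyme-plus-ATP high control.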
STAT1 activator – STAT1 signaling activation | activation (% of control), % at 5.5 µM | 200,000 tested, 2.6% active | NIH 3T3 STAT1-luciferase reporter, IFN-gamma, luminescence; 100% = IFN-gamma alone, no compound;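 active means activation above the screen-wide mean activation plus 3 SD, cut at about 130% in these data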;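 further: raw ratio to IFN-gamma control signal so 100% means no change and 0% no light; values of inactives mirror those of a sister screen read the other way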
APP 5'UTR act – APP 5'UTR luciferase reporter activation; activation, % at 2 µM; 190,000 tested, 1% active; SH-SY5Y APP 5'UTR luciferase reporter, luminescence; zero percent = DMSO vehicle wells;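 active means activation above a set limit, based on mean plus 3 SD of controls, cut at about 140% in these data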; further: values of inactives mirror those of a sister screen read the other way
STAT1 blocker – inhibitors of IFN-gamma induced STAT1 signaling. NIH 3T3 STAT1-luciferase reporter, luminescence. inhibition, % at 5.5 µM. 200,000 tested, 0.35% active. AID 920;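 active means inhibition above a set limit, the mean inhibition across all tested compounds plus 3 SD, cut at about 34% in these data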;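 further: 0% = IFN-gamma with DMSO and 100% = IFN-gamma with 300 µM nifuroxazide; values of inactives mirror those of a sister screen read the other way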
NF-kB expr up – NF-kB expression increase, human neuronal cells | fold change at 12.5 µM | AID 1239 | NF-kB reporter expression; active compounds read high | 190,000 tested, 1.6% active; in the data active means fold change above about 3.3
* hit, by the source's call; . = no result given.

SMILES	STAT3 inh	APP 5UTR inh	STAT3 activator	FLuc inh counter	ROMK primary	FLuc stim CS	STAT1 activator	APP 5'UTR act	STAT1 blocker	NF-kB expr up
O=C(c1ccc(Br)o1)N1CCN(Cc2ccc3c(c2)OCO3)CC1	9	6	95	-8	-0.12	1.1	97	-5	3	1.1
O=C(O)CN=C(NS(=O)(=O)c1ccc(Cl)cc1)c1ccccc1	5	4	102	-5	0.5	1	105	-4	-5	1
C#CCOCCOCCOCCNc1nc(N2CCOCC2)nc(N2CCN(C(=O)[C@H](Cc3ccc(O)cc3)n3cc([C@@H](N)C(C)CC)nn3)CC2)n1 (stereo partly specified)	.	15	.	-9	.	1.1	102	-15	-1	1
COc1ccc(N(Cc2cc3ccccc3[nH]c2=O)C(=O)C2CCCO2)cc1 (stereo unspecified)	3	4	104	0	-0.68	1	100	-4	0	0.8
CCOc1cc(C(=O)O)cc(Cl)c1OCC#N	-2	-8	104	-7	0.33	1.1	106	8	-6	1.1
CC(C)C(=O)c1cn(CC(=O)NCC2CCCO2)c2ccccc12 (stereo unspecified)	0	-45	102	-3	1.6	1	102	45	-2	1
C/C(=C1/SC(N2CCCC2)=NC1=O)c1ccc(Br)cc1	14	-25	90	-11	.	1.1	97	25	3	3.1
COCCC(=O)N1CCc2c([nH]c3ccccc23)C1C(C)(C)C (stereo unspecified)	-32	-15	132	0	-1.1	1	98	15	1	1.1
Oc1ccccc1C1CC(c2cccs2)=NC(c2cccc(Br)c2)N1 (stereo unspecified)	15	-18	93	5	-0.55	1	91	18	9	1.8
Oc1ccc2ccccc2c1N=Nc1ccccn1	-33	83*	128	16	-0.33	0.8	93	-83	8	1.2
CC(C)(CO)NC(=O)CC1C(=O)NCCN1Cc1ccc(-c2ccccc2)cc1 (stereo unspecified)	-2	3	105	-7	-0.021	1.1	100	-3	-2	1
C=C(C)CC(NCc1ccco1)c1ccc(OC)cc1 (stereo unspecified)	-6	-8	107	-1	.	1	98	8	2	1.2
COCCNC(=O)COC(=O)c1cc(-c2ccc(OC)cc2)nc2ccccc12	31	-34	77	31	-2	0.7	90	34	11	1.1
CCCCn1c(SCC(=O)NCCc2ccc(OC)c(OC)c2)nc2c1c(=O)n(C)c(=O)n2C	4	8	101	-4	.	1	96	-8	4	1.3
O=C(CSc1nnnn1C1CCCCC1)NCc1ccc2c(c1)OCO2	10	2	99	-6	-0.013	1.1	98	-2	2	1.2
CN(C)CCN(C(=O)c1cc(Cl)sc1Cl)c1nc2ccc(F)cc2s1	-10	-12	107	-4	-0.85	1	98	12	2	1.5
O=C(c1ccccc1)N1CCC(c2nc(-c3ccc(S(=O)(=O)N4CCOCC4)cc3)no2)CC1	9	-13	95	-6	.	1.1	88	13	14	0.71
O=S(=O)(NCCc1ccncc1)c1ccc(Br)cc1	5	8	101	-5	0.14	1.1	99	-8	1	1
COc1ccc(-c2onc3ccc(Br)cc23)cc1	14	-22	88	-3	-0.13	1	105	22	-6	1.7
O=C(CSc1nc(-c2ccco2)cc(C(F)(F)F)n1)Nc1ccc(C(=O)N2CCOCC2)cc1	6	-6	96	-2	.	1	93	6	8	0.91
COc1ccc2c(c1)c(C(=O)CN1CCOCC1)c(C)n2C	0	-9	105	-3	0.48	1	96	9	4	1.1
CCC1(CC)NC(=O)N(Cc2nc3ccccc3s2)C1=O	12	1	96	-2	-0.014	1	105	-1	-5	1.1
Nc1ccc(S(=O)(=O)Nc2ccc(S(N)(=O)=O)cc2)cc1	0	-8	103	-7	.	1.1	100	8	0	0.97
C=CCNc1oc(-c2cccs2)nc1S(=O)(=O)c1ccccc1	-2	3	105	-3	-0.7	1	85	-3	14	1.1
O=C(O)CC(=O)Nc1ccc(Oc2ccc(C(F)(F)F)cn2)c(Cl)c1	4	1	103	-6	0.1	1.1	102	-1	-2	0.99
Cc1ccc(NC(=O)CSc2n[nH]c(-c3ccncc3)n2)cc1C	-4	-8	107	0	-0.69	1	86	8	14	0.85
CC(C)n1c(NCc2c[nH]c3ccccc23)nc2ccccc21	4	9	100	1	-2.6	1	96	-9	5	0.98
COc1ccc(C(=O)Nc2ccccc2)cc1S(=O)(=O)Nc1cc(C)on1	-2	1	103	7	.	0.9	99	-1	1	1.1
Cc1cccc(C(=O)NNC(=O)CCn2nnc3ccccc32)c1	1	-4	101	-2	0.44	1	98	4	1	1.1
CCOC(=O)CSc1ncc(-c2ccccc2)nn1	12	.	96	18	-0.66	0.8	98	.	2	1.2
C/C(=N\Nc1ccccn1)c1ccc(S(=O)(=O)NCc2ccco2)cc1	1	4	101	-5	.	1.1	103	-4	-4	0.8
Cc1nc(NC(=O)c2ccc(Cl)cc2)sc1Cc1ccc2c(c1)OCO2	14	-5	89	0	.	1	98	5	2	1.5
Cc1cc(S(=O)(=O)N(Cc2ccc3c(c2)OCO3)CC2CCCO2)ccc1-n1cnnn1 (stereo unspecified)	-6	14	104	-5	-0.21	1.1	91	-14	10	0.99
CCc1ccc(-c2nn(Cc3ccccc3)cc2/C=C/C(=O)O)cc1	6	-22	98	-7	.	1.1	103	22	-3	0.94
COC(=O)c1ccc(NC(=O)CN2CCN(c3cccc(Cl)c3)CC2)cc1	1	9	103	-1	.	1	92	-9	9	0.92
C=CCn1c(C)cc(C(=O)COC(=O)c2ccc3c(c2)NC(=O)CS3)c1C	13	-18	88	11	0.96	0.9	107	18	-8	0.9
Cc1ccsc1/C=N/NC(=O)c1ccc(-n2cccc2)cc1	13	-28	92	1	.	1	129*	28	-33	1.7
CC(=O)c1c(C)[nH]c(C(=O)Nc2cc(C)cc(C)c2)c1C	22	11	85	-3	0.24	1	104	-11	-4	1.4
O=C(CSc1nnc(CNC(=O)c2ccccc2F)o1)NCc1ccccc1	9	-6	97	-4	0.95	1	100	6	-3	1.1
Cc1ccccc1NC(=O)CN1C(=O)NC(C)(CCc2ccccc2)C1=O (stereo unspecified)	5	4	101	-3	0.4	1	99	-3	0	1
COc1ccc(N2CC(O)=C(c3nc(-c4ccc(F)cc4)cs3)C2=N)cc1	11	9	96	1	0.21	1	93	-9	5	1.7
Cc1ccc(-c2nnc(N3CCN(C(=O)CN4C(=O)c5ccccc5C4=O)CC3)c3ccccc23)cc1	0	-6	103	.	.	.	100	6	0	.
O=c1[nH]c(N/N=C\c2ccc(F)cc2)nc2ccccc12	25	-189	83	64*	-0.42	0.4	150*	189*	-56	4.1*
Cc1nc(SCC(=O)c2ccc(F)cc2)c([N+](=O)[O-])[nH]1	18	-12	94	-8	.	1.1	103	12	-3	1.3
O=C(OCCN1C(=O)c2cccc3c(N4CCOCC4)ccc(c23)C1=O)c1cccc(Cl)c1	4	15	96	-5	.	1.1	93	-15	8	0.58
O=C(c1cccs1)N(c1ccc(Cl)cc1)C1C=CS(=O)(=O)C1 (stereo unspecified)	0	5	104	-4	1	1	92	-5	6	1.2
CCN1C(=O)C(F)(CC)C(=O)c2ccccc21 (stereo unspecified)	8	12	97	0	.	1	98	-12	3	0.95
COC(=O)c1ccc(-c2ccc(CNCC(O)c3ccccc3)o2)cc1 (stereo unspecified)	8	3	99	-6	.	1.1	98	-3	3	1.5
COc1ccc(CC(=O)NCCc2ccc(Cl)cc2Cl)cc1	14	-2	96	-2	0	1	99	2	-1	0.84
O=C(CN1CCN(Cc2ccc3c(c2)OCO3)CC1)N1CCc2[nH]c3ccc(F)cc3c2C1	5	6	97	-6	.	1.1	96	-6	4	0.98
O=C(Cn1cnc2ccccc2c1=O)Nc1ccc(N2CCOCC2)cc1	-1	0	107	2	-0.43	1	101	0	-3	0.98
O=S(=O)(Cc1ccccc1)Nc1ccc(S(=O)(=O)NCC2CCCO2)cc1 (stereo unspecified)	6	-9	99	-7	.	1.1	103	9	-4	1.2
Nc1nnc(SCC(=O)c2ccc([N+](=O)[O-])cc2)s1	7	1	98	1	-0.041	1	96	-1	1	1.2
Cc1cccc(N2CC(O)(c3cccs3)[N+]3=C2CCCCC3)c1 (stereo unspecified)	6	1	104	-6	-0.67	1.1	78	-1	23	1.1
COc1ccc(NC(=S)c2ccncc2)cc1	9	-2	92	0	-0.75	1	95	2	6	1.3
Cc1cccc(C)c1NC(=O)C1(N(Cc2ccco2)C(=O)c2ccccn2)CCCC1	-3	-2	104	-20	0.22	1.2	99	2	4	1.1
CCOC(=O)N1CCC(N2C(=O)c3ccc(C(=O)Nc4ccc(F)cc4F)cc3C2=O)CC1	-5	11	104	-9	.	1.1	113	-11	-13	1
C/C(=N\OC(=O)c1c(-c2ccccc2Cl)noc1C)c1ccncc1	7	16	95	-5	.	1.1	100	-16	-1	0.94
Cn1cc(CN2CCc3c([nH]c4ccccc34)C2C(C)(C)C)cn1 (stereo unspecified)	-32	0	133	2	1.7	1	99	0	-1	.
O=C(N/N=C/c1ccc2c(c1)OCO2)C(O)c1ccccc1 (stereo unspecified)	-6	1	105	13	0.079	0.9	121	-1	-24	1.1

Going on with the list.
SMILES	STAT3 inh	APP 5UTR inh	STAT3 activator	FLuc inh counter	ROMK primary	FLuc stim CS	STAT1 activator	APP 5'UTR act	STAT1 blocker	NF-kB expr up
Cc1ccc(-c2cccc(C(=O)NCc3ccccc3)n2)c2ccccc12	-10	-4	106	3	-0.57	1	97	4	3	1.2
Cc1cccc(NC(=S)NC(=O)/C=C/c2ccco2)c1	22	62*	85	-3	1.8	1	105	-62	-6	1.9
COc1ccc(C2C(C(=O)NCc3ccco3)CCC(=O)N2c2ccc(OC)cc2)cc1 (stereo unspecified)	4	-1	97	-5	-0.36	1.1	95	1	6	1.1
CCc1cc2c(=O)c(-c3cnn(-c4ccccc4)c3)coc2c(CN2CCOCC2)c1O	16	-17	89	-3	.	1	106	17	-7	1
CN(CCc1cnn(C)c1)Cc1cn(C)nc1-c1ccccc1F	0	-5	104	-2	0.42	1	97	5	2	1.2
Cc1ccc(C2C(C#N)=C(N)SC(N)=C2C#N)o1	6	4	103	-4	.	1	102	-4	-2	1
CN(C)C(CNc1nnnn1-c1ccccc1)c1ccco1 (stereo unspecified)	-9	3	108	-1	1.1	1	100	-3	0	1.1
O=C(CNS(=O)(=O)c1cccc(Cl)c1)OCc1csc(-c2ccccc2)n1	-4	11	104	-8	.	1.1	103	-11	-3	1.6
O=C(NCCO)c1cccc(Cl)c1	2	.	104	-2	-0.19	1	96	.	4	1

Quoted from the entries so far (five entries):
SMILES	STAT3 inh	APP 5UTR inh	STAT3 activator	FLuc inh counter	ROMK primary	FLuc stim CS	STAT1 activator	APP 5'UTR act	STAT1 blocker	NF-kB expr up
CN(CCc1cnn(C)c1)Cc1cn(C)nc1-c1ccccc1F	0	-5	104	-2	0.42	1	97	5	2	1.2
Cc1ccc(C2C(C#N)=C(N)SC(N)=C2C#N)o1	6	4	103	-4	.	1	102	-4	-2	1
CN(C)C(CNc1nnnn1-c1ccccc1)c1ccco1 (stereo unspecified)	-9	3	108	-1	1.1	1	100	-3	0	1.1
O=C(CNS(=O)(=O)c1cccc(Cl)c1)OCc1csc(-c2ccccc2)n1	-4	11	104	-8	.	1.1	103	-11	-3	1.6
O=C(NCCO)c1cccc(Cl)c1	2	.	104	-2	-0.19	1	96	.	4	1
